FID counter: counter-screen for HCV NS3 helicase inhibitors: DNA intercalator displacement | DNA fluorescent intercalator displacement, fluorescence | inhibition, % at 7.9 µM | 290,000 tested, 0.17% active | AID 1845; in the data active means inhibition above about 37%;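 further: 0% = vehicle and 100% = reference compound; higher means more ethidium bromide displaced from hairpin DNA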
V1aR counter: V1a receptor agonism, counter-screen for OXTR agonists. CHO-V1R cells, Fluo-8 calcium fluorescence, agonist mode; 0% DMSO, 100% 3 nM vasopressin. P37288. 320,000 tested, 0.25% active. activation, % at 3 µM;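 active means activation above the mean activation of all tested compounds plus 3 SD, per screening run, cut at about 20% in these data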;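 further: signal is peak over basal fluorescence ratio across a 100 second FLIPR read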
OXTR ag: human OXTR agonism; P30559; CHO-OTR cells, Fluo-8 calcium fluorescence; normalized: DMSO 0%, oxytocin 100%; activation, % at 3 µM; 320,000 tested, 0.32% active;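 active means activation above the mean of all tested compounds plus 3 SD, cutoff set per screening run, cut at about 20% in these data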;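 further: peak over basal fluorescence ratio from a 100 s FLIPR kinetic read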
Target sequence (P30559 whole entry, looked up): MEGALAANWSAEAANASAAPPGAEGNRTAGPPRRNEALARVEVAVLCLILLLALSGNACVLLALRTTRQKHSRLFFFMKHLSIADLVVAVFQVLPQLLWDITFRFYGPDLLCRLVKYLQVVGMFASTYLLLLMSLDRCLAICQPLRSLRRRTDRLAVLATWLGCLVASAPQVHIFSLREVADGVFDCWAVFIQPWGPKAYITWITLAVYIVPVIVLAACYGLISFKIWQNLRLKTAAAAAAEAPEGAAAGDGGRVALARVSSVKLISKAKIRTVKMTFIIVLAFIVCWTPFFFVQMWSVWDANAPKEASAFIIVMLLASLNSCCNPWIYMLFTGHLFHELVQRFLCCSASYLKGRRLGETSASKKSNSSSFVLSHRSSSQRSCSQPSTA
PHOSPHO1 block: PHOSPHO1 (human) inhibition. Q8TCT1. recombinant PHOSPHO1, absorbance phosphatase assay. inhibition, % at 13.3 µM. 290,000 tested, 1.1% active. AID 1565; in the data active means inhibition above about 60%
Target sequence (Q8TCT1 whole entry, looked up): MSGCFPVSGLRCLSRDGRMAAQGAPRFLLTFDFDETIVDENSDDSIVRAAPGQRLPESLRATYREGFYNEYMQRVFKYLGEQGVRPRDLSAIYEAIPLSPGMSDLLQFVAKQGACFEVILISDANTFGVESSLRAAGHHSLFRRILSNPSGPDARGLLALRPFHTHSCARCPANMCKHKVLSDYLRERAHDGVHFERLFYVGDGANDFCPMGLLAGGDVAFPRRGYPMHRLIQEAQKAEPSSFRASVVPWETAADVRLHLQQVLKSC
GalR3 antag: antagonists of human GalR3; HEK293 GalR3-CNG cAMP membrane potential fluorescence; galR3 body fused to GalR1 C-terminus; inhibition, % at 3 µM; 360,000 tested, 0.44% active;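 active means inhibition above the screen-wide average plus 3 SD, cut at about 13% in these data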;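 further: forskolin and galanin both at EC90 stimulate the cells; cAMP rise reported by CNG channel membrane potential dye signal; 0% = forskolin plus galanin with DMSO and 100% = forskolin alone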
GPR7 antagonist: blocks human GPR7 receptor signaling | P48145 | GPR7-expressing cells, fluorescence antagonist assay | inhibition, % at 4.4 µM | 290,000 tested, 1.1% active | AID 1861; in the data active means inhibition above about 16%, passing the limit was not always enough;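 further: cells stimulated with the agonist NPW; 0% = agonist with vehicle and 100% = vehicle without agonist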
Target sequence (P48145 whole entry, looked up): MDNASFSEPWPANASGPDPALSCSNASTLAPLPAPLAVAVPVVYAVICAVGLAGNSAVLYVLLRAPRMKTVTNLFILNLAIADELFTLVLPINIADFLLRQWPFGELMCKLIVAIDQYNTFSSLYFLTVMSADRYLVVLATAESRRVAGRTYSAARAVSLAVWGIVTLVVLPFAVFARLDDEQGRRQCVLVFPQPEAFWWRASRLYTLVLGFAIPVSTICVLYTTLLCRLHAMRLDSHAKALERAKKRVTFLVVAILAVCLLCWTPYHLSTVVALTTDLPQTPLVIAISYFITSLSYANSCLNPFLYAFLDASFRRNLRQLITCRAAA
IMP-1 inh: inhibitors of Pseudomonas aeruginosa IMP-1 metallo-beta-lactamase | inhibition, % at 5.6 µM | purified IMP-1, nitrocefin hydrolysis, epi-absorbance fluorescence | 290,000 tested, 0.45% active;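 active means inhibition above the mean plus 3 SD of all compounds in the same screening run, cut at about 4.5% in these data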;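 further: 0% = IMP-1 with DMSO and 100% = DMSO wells lacking enzyme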
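System: purified recombinant IMP-1 beta-lactamase. Medium: Zinc- and detergent-supplemented HEPES buffer, pH 7.1. Compound: one 5.6 µM dose […]. Schedule: 15 min preincubation plus 25 min reaction at 25 °C. Technique: Epi-absorbance fluorescence, 480 nm excitation, 530 nm emission.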
VIM-2 inh: blocks Pseudomonas aeruginosa VIM-2 metallo-beta-lactamase; inhibition, % at 5.6 µM; 290,000 tested, 0.89% active; purified VIM-2, nitrocefin hydrolysis, epi-absorbance fluorescence;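 active means inhibition above the mean of all tested compounds plus 3 SD, cutoff set per screening run, cut at about 7.5% in these data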;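 further: red hydrolysis product quenches plate fluorescence so inhibitors raise well fluorescence; 0% = enzyme with DMSO and 100% = DMSO without enzyme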
HCV NS3 hel inh: HCV NS3 helicase inhibition; inhibition, % at 10.9 µM; 290,000 tested, 0.56% active; NS3 helicase DNA unwinding, Cy5 molecular beacon fluorescence; AID 1800;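 active means inhibition above the mean of all tested compounds plus 3 SD, set per campaign, cut at about 35% in these data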;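 further: 0% = DMSO wells and 100% = thioflavine S control wells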
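assay system = NS3 helicase fragment of HCV | buffer or medium = MOPS pH 6.5, MgCl2, DTT, Tween20, BSA | timing = 60 min unwinding reaction at 25 °C after ATP addition | signal = Cy5 beacon fluorescence read at start and 1 h | read-out basis = % inhibition of unwinding | control set = low DMSO, high thioflavine S at 110 µM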
* = called active by the depositor; nt = not tested or not shown. Compounds were not picked by outcome; about 4.3% have a hit in one of these screens.

SMILES	FID counter	V1aR counter	OXTR ag	PHOSPHO1 block	GalR3 antag	GPR7 antagonist	IMP-1 inh	VIM-2 inh	HCV NS3 hel inh
Cc1ccc(C)c(NC(=O)c2cccc(Oc3ccc([N+](=O)[O-])cc3Cl)c2)c1	-2	1.2	-1.2	-2	-2	-10	-4.0	-1.7	-2
CCCN(CCC)C(=O)C[n+]1cccc(/C=N/O)c1	3	0.7	-0.2	-16	2	-1	-2.5	-3.5	-7
O=C(NC1CC2CCCC(C1)N2Cc1cccs1)c1ccc([N+](=O)[O-])cc1 (stereo unspecified)	8	0.3	-1.6	13	nt	-5	-1.2	-2.3	-1
CCCCCC(=O)Nc1ccc(C2C(=O)c3ccccc3C2=O)cc1	-13	3.1	-1.0	nt	-14	-9	-0.2	-0.4	2
COCCN(CC(=O)NCc1ccc(F)cc1)C(=O)CCC(=O)Nc1ccccn1	-2	0.8	-0.3	8	2	-9	-2.4	-4.4	5
O=C1NC(c2ccncc2)Nc2ccccc21 (stereo unspecified)	-1	0.6	0.0	2	-2	-14	-0.9	-1.2	-5
COc1ccc(-c2cc(=O)oc3c(O)c(O)ccc23)cc1	-11	6.7	-0.5	28	-7	3	-5.7	13*	8
C=CCOC(=O)C1=C(C)NC(SCC)=C(C#N)C1c1ccc(Cl)cc1 (stereo unspecified)	2	0.1	-0.9	6	-8	-13	2.5	1.5	-15
COc1ccc(/C(C)=N/NC(=S)Nc2cc(C)ccc2C)cc1	-7	-1.0	-1.9	44	-5	1	-2.5	-3.9	12
CC(Cc1cccs1)NC(=S)Nc1ccccc1 (stereo unspecified)	-14	0.4	-0.1	-2	-2	-13	-4.5	-2.8	6
COc1cccc2sc(N(CCN(C)C)C(=O)c3ccc4c(c3)CCCC4)nc12	22	1.6	0.9	28	-9	-2	-0.3	-0.8	-38
CCN1CCSc2ccc(C(=O)Nc3ccc(NC(C)=O)cc3)cc21	-20	-0.5	-0.8	-2	5	-16	-2.2	-0.6	-5
COc1cccc(C(=O)COC(=O)C(C)N2C(=O)C3C4C=CC(C4)C3C2=O)c1 (stereo unspecified)	-11	0.8	0.0	-1	4	5	-1.4	-1.6	-7
O=C(O)c1ccc2c(c1)C(=O)N(c1nccs1)C2=O	3	0.2	0.5	19	-6	-6	-5.0	-2.9	8
CSc1ccccc1OCc1cc(C(=O)N(C)C2CCCc3ccccc32)no1 (stereo unspecified)	-40	0.7	-1.4	34	-9	4	-4.9	-2.3	1
CC(C)n1cc(CN2CCC(n3nccc3NC(=O)Cc3ccccc3)CC2)cn1	5	-0.3	-0.1	-2	-1	-13	-1.0	-2.5	-7
COc1cccc(C(=O)NN2C(=O)C3C4C=CC(O4)C3C2=O)c1 (stereo unspecified)	-3	0.0	-1.1	28	2	-10	-4.5	-1.7	-7
O=C(NCc1ccc2[nH]c3c(c2c1)CCCC3)c1ccc(S(=O)(=O)N2CCCCC2)cc1	-21	0.5	0.3	-14	nt	-25	-1.2	3.1	3
COCCNC(=O)CN1C(=O)CC(C)(C)S(=O)(=O)c2ccccc21	-1	1.0	1.3	7	-2	-4	0.9	-2.2	-2
COc1cccc(N2CN(C3CCCCC3)CNC2=S)c1	-1	-0.9	0.5	16	-3	-2	-1.6	0.7	2
CCCCC(=O)NCCc1cc2c(C)ccc(C)c2[nH]c1=O	-6	-0.4	-1.2	nt	1	-10	-2.7	-2.5	7
Cn1c(Cn2c(=O)sc3ccccc32)nnc1SCC(=O)N1CCCc2ccccc21	-15	0.1	-0.6	17	0	-6	-3.4	-0.4	-1
COc1ccc(-c2cn3c(C)c(C(=O)Nc4cc(NC(C)=O)ccc4OC)sc3n2)cc1	-14	0.7	-0.3	-38	-1	4	-0.1	-3.7	8
Cc1nn(CC(=O)Nc2ccc3c(c2)nc2n3CCN(C3CCCCC3)C2)c(=O)c2ccccc12	-19	0.5	0.4	52	-5	-11	-2.6	-2.0	-27
COc1ccc2c(c1OC)C(=O)N(c1ccccn1)C2	-3	-0.7	-1.3	10	-1	14	-3.9	-0.8	4
O=C(CCc1ccccc1)NNC(=O)c1ccc(Br)cc1	-2	-0.3	-0.5	29	-2	-7	-2.0	-3.1	3
CN(C(=O)CSc1nc(-c2ccccc2)cn1N)C(c1ccccc1)c1ccccc1	-25	-0.7	-1.3	47	-6	2	-3.2	-1.3	-4
CCN(CC)c1ccc(C(=O)N2CCN(Cc3ccccc3)CC2)cc1	-29	-0.9	-2.0	-5	-6	-2	-2.4	-2.2	0
Cc1ccc(CNC(=O)CCCCCNc2nc(=S)[nH]c3ccccc23)cc1	-1	-0.7	-0.9	37	-1	-4	-3.9	-1.8	-5
Cc1c(CC(=O)O)c(=O)oc2cc(OCc3ccc(Cl)cc3)ccc12	-20	1.9	-0.1	27	-9	-1	1.0	0.6	-4
CCOC(=O)c1nc2cc3n(c(C)c-2c1C)C(C)C(CC)=C3C (stereo unspecified)	7	0.3	-0.8	nt	-2	-7	-0.1	-0.1	-5
COc1ccc(CNC(=O)C2CCCN2C)cc1OC (stereo unspecified)	-1	0.9	0.3	5	-7	5	-2.9	-1.3	-5
CCOC(=O)CSc1nnc(NC(=O)c2cccc([N+](=O)[O-])c2C)s1	0	0.8	1.0	4	-1	-5	-3.8	-3.8	1
O=C(COc1ccccc1Cl)Nc1ccc2c(c1)C(=O)NC2=O	-14	2.0	2.8	15	-3	18	-5.2	-0.3	10
COc1ccc(CNC(=O)COc2ccc(S(=O)(=O)N3CCCCC3)cc2Cl)cc1	-57	6.6	3.3	28	-4	-1	-1.7	-2.4	-8
COc1cc(C2N(c3ccccn3)C(=O)C3CCCN32)cc(OC)c1OC (stereo unspecified)	3	0.9	0.6	16	-1	-10	-3.6	-1.9	1
Cc1ccc(S(=O)(=O)NCCN=C(CN2CCCC2)NS(=O)(=O)c2ccc(C)cc2)cc1	-15	-0.8	-0.9	2	-3	1	-1.0	-5.1	-13
COc1ccc(Nc2sc(C(=O)Nc3cccc(Cl)c3)c(N)c2C(=O)Nc2ccccc2OC)cc1	-15	9.4	5.2	-1	nt	50*	-3.1	-3.5	17
O=C(Cc1c(O)c2ccccc2[nH]c1=O)NC1CCCCCCC1	2	0.0	1.8	-6	1	6	-1.5	-0.3	6
CCCNC(=S)N1CCC(C(=O)c2ccc(F)cc2)CC1	-7	2.1	2.6	45	-2	-17	-2.0	-1.8	1
O=C1c2cccnc2C(Nc2ccccc2)N1Cc1ccco1 (stereo unspecified)	-2	-0.2	-1.1	4	-4	-4	-2.0	0.1	2
COc1ccc([N+](=O)[O-])cc1C1NN=C(c2ccccc2O)S1 (stereo unspecified)	-3	0.7	1.7	49	10	4	-1.5	0.9	-1
C[C@]12CCC(=O)CC1=CCC1C3CC=C(C#N)[C@@]3(C)CC[C@@]12O (stereo partly specified)	-20	4.5	3.4	-3	0	-16	-2.0	0.3	-6
COCc1cc(C)nc(SCC(=O)Nc2ccc3c(c2)n(C)c(=O)n3C)c1C#N	-13	0.4	0.6	-2	-3	-8	-1.5	0.2	5
NCCCCNCCCN	nt	-0.1	0.6	13	0	nt	nt	nt	nt

Only GPR7 antagonist and FID counter (four entries from above):
canonical_smiles | GPR7 antagonist | FID counter
O=C(Cc1c(O)c2ccccc2[nH]c1=O)NC1CCCCCCC1 | 6 | 2
CCCNC(=S)N1CCC(C(=O)c2ccc(F)cc2)CC1 | -17 | -7
O=C1c2cccnc2C(Nc2ccccc2)N1Cc1ccco1 (stereo unspecified) | -4 | -2
COc1ccc([N+](=O)[O-])cc1C1NN=C(c2ccccc2O)S1 (stereo unspecified) | 4 | -3

New compounds follow
SMILES	FID counter	V1aR counter	OXTR ag	PHOSPHO1 block	GalR3 antag	GPR7 antagonist	IMP-1 inh	VIM-2 inh	HCV NS3 hel inh
C[C@@H](NC(=O)C1(c2ccccc2)CCN(C(=O)OC(C)(C)C)CC1)C(=O)N[C@@H](C(=O)O)c1ccccc1	-35	-0.3	-0.8	18	-6	-4	-1.9	-1.4	0
O=C(CC(c1ccccc1)c1ccccc1O)N1CCCC1 (stereo unspecified)	-10	-0.7	-2.2	17	-3	-5	-4.2	-3.7	0
COc1ccc2oc(=O)c(-c3csc(Nc4cccc(O)c4)n3)cc2c1	-2	0.1	0.6	-5	-2	-4	-0.1	-2.2	8
COc1ccc(NC(=O)c2cc(-c3cc(C)cc(C)c3O)n[nH]2)cc1Cl	-4	3.0	1.6	9	-2	2	-1.6	-2.2	-5
CC(=O)c1cn(CC(=O)Nc2ccccc2C)c2ccccc12	-3	8.1	9.1	37	-4	2	-3.6	-1.4	2
COc1ccc(O)c(CN2CCCC(N3CCN(c4ccccc4OC)CC3)C2)c1 (stereo unspecified)	2	-0.3	-0.1	34	-2	-6	-0.2	-2.6	10
O=C(O)CSCC(=O)Nc1ccc(C2CCCCC2)cc1	-19	0.4	0.3	12	-6	-4	-3.8	-3.3	5
O=C(NS(=O)(=O)c1ccccc1[N+](=O)[O-])c1ccccc1	3	1.0	-0.1	3	-1	-9	-1.8	-3.3	4
Cc1sc2nc(C3CC3)nc(NCCNS(C)(=O)=O)c2c1C	0	-2.1	-1.6	-10	-4	-13	-3.8	4.0	6
Nc1nc(NCCCN2CCOCC2)nc(NCc2ccccc2)c1[N+](=O)[O-]	12	1.2	0.3	7	-5	-16	-5.8	-2.7	-14
Cc1cc(=O)oc2cc(OCc3ccc(C(=O)OCC(=O)N(C)C4CCS(=O)(=O)C4)cc3)ccc12 (stereo unspecified)	-5	0.1	0.3	53	-1	-6	-3.6	-2.4	-5
CCc1ccccc1Nc1nc2ccccc2n1C	-6	-0.7	-1.9	25	-5	2	-4.4	-3.2	2
N=c1c(C(=O)NC2CCCC2)cc2c(=O)n3ccccc3nc2n1Cc1ccccc1	4	-0.2	-1.0	20	-10	-2	-0.5	7.9*	-6
COc1cc(C(C(=O)NC2CCCCC2)N(C(=O)c2cnccn2)c2ccccc2)cc(OC)c1OC (stereo unspecified)	-32	nt	nt	6	-8	0	-1.1	-1.3	-1
COC(=O)c1cccc(NC(=O)CN2CCN(Cc3ccccc3)CC2)c1	-5	-0.1	-0.1	-10	-2	-7	-4.0	-2.2	7
O=C(CN(C1CCCCC1)S(=O)(=O)c1ccc(F)cc1)NC1CC1	-9	0.3	-0.2	18	-6	-13	2.3	-2.6	-4
COc1ccc(C(=O)c2cn[nH]c2-c2cc(C)ccc2O)cc1	-12	4.6	2.3	24	-10	-9	-1.8	-1.6	-14
CC1(C)CC(CC(=O)O)C(=O)O1 (stereo unspecified)	-1	0.3	0.1	14	-4	-10	0.1	-3.0	13
NC(=O)CS(=O)(=O)c1nc2ccccc2n1Cc1ccccc1F	-10	1.5	0.9	12	-1	-10	-2.6	-5.7	-4
COc1cc(Nc2c3c(nc4ccccc24)CCC3)cc(OC)c1OC	-1	0.1	0.2	11	-6	12	-1.8	1.5	-12

Screening data (PubChem)
